Pf growth 96h: Primary qHTS for delayed death inhibitors of the malarial parasite plastid, 96 hour incubation. Potency, µM (top dose mostly 28.7 µM), for inactives: at the highest dose activity change, negative = inhibition, hits mostly inhibitors. P. falciparum luciferase reporter growth, 96 h. hit rate 6.9% among 320,000. AID 504834, 2011; further: potency means the concentration at half of the fitted maximal effect; on the % scale 0 is the no-effect control and ±100 the full control effect
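Compounds incubated with erythrocytes infected by luciferase-expressing P. falciparum (2% hematocrit, 0.05% parasitemia final) for 96 hours, 37 C in 5% CO2. Growth inhibition scored as decreased luciferase luminescence.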
Sm TGR inh: qHTS Assay for the Inhibitors of Schistosoma Mansoni Peroxiredoxins. AID 485364, 2010. Potency, µM (titrated, usually from 114 µM), for inactives: top-dose activity change, negative = inhibition, most hits filed as inhibitors. hit rate 3% among 360,000. Schistosoma mansoni thioredoxin glutathione reductase (TGR), Q962Y6. purified TGR, DTNB reduction, TNB absorbance 405 nm; further: potency means the concentration at half of the fitted maximal effect; on the % scale 0 is the no-effect control and ±100 the full control effect; nearly all actives have a fitted effect of over 60% in size
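First, TGR (20 nM dispensed) and NADPH were mixed with compound. Second, a 15 min room-temperature incubation followed. Third, further NADPH and then DTNB were added to start the reaction. Finally, TNB absorbance was monitored kinetically.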
CHX counter: Cycloheximide Counterscreen for Small Molecule Inhibitors of Shiga Toxin. hit rate 12% among 300,000. AID 2314, 2010. cell reporter, cycloheximide protein synthesis inhibition counterscreen. max response, %; in the data active means max response mostly above about 13%, no sharp cut-off; inactive means mostly below about 14%; further: read at 38.3 µM for the half of the compounds with a filed dose; 0% is about no effect
Pf growth 48h: Primary qHTS for delayed death inhibitors of the malarial parasite plastid, 48 hour incubation; P. falciparum luciferase growth in erythrocytes, 48 h; Potency, µM (top dose mostly 28.7 µM), for the others: at the top dose activity change, negative = inhibition, usual class: inhibitors; hit rate 5.9% among 310,000; further: potency means the concentration at half of the fitted maximal effect; on the % scale 0 is the no-effect control and ±100 the full control effect
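Growth was read as firefly luciferase luminescence after a 48 h, 37 C, 5% CO2 exposure of compounds to reporter-bearing P. falciparum cultures (0.1% parasitemia, 2% hematocrit final) in Albumax-supplemented RPMI 1640.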
Shiga toxin inh: A qHTS for Small Molecule Inhibitors of Shiga Toxin | Vero cells, Shiga toxin protein synthesis inhibition reporter | inhibition, % at 38.7 µM | hit rate 9.2% among 290,000 | AID 2315, 2010; in the data active means inhibition mostly above about 28%, no sharp cut-off; inactive means mostly below about 43%; further: 0% is about no effect
FBPA Giardia inh: qHTS Assay for Inhibitors of Fructose-1,6-bisphosphate Aldolase from Giardia Lamblia | A8B2U2 | purified Giardia FBPA | Potency, µM (series often up to 59.6 µM), without a hit: top-dose activity, negative = inhibition, actives largely listed as inhibitors | hit rate 0.71% among 290,000 | AID 2451, 2010; further: potency means the concentration at half of the fitted maximal effect; on the % scale 0 is the no-effect control and ±100 the full control effect; nearly all actives have a fitted effect of over 55% in size
Target sequence (A8B2U2 whole entry, looked up): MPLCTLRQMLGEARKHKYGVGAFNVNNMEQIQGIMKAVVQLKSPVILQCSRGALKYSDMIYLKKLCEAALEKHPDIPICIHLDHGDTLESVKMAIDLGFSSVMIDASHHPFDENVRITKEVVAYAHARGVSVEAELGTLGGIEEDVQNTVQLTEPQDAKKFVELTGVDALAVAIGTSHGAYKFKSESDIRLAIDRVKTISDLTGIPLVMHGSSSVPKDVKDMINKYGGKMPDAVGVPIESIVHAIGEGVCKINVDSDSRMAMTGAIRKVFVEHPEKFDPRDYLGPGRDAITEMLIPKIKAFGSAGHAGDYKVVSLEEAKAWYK
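40 nM FBPA preincubated 10 min at RT with compound (up to 57.5 uM final), then substrate plus GAPDH/TPI/NAD/arsenate coupling and diaphorase/resazurin added. Fluorescence read after 20 min at RT, 525/598 nm.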
An asterisk follows results filed as active; [ ] = dose if it differs, or a comment. Unless noted, the call rests on the fitted dose curve; in most records, active means well fitted curve in the direction sought with a large enough effect; inconclusive means small, poorly fitted or top-dose-only effect, or another doubt; inactive means no such curve, though single readings can be large; an effect the other way counts as inactive or inconclusive.

What do the screens show for `CC(C(=O)N1CCc2ccccc21)N1CCN(c2cccc(C(F)(F)F)c2)CC1` (configuration not stated)?
Pf growth 96h: inconclusive; Sm TGR inh: 5.4%; CHX counter: -2.0; Pf growth 48h: inconclusive; Shiga toxin inh: -2.6; FBPA Giardia inh: -4.6%

Results for Cc1cccc(OCc2nnc(SCC(=O)OC3CCCCC3)o2)c1 ?
Pf growth 96h: 31.6%; Sm TGR inh: 0.0%; CHX counter: -2.3; Pf growth 48h: 5.5%; Shiga toxin inh: -14.0; FBPA Giardia inh: -2.6%

What do the screens show for `CC(C)OCCCNCC(O)c1ccccc1` (configuration not stated)?
Pf growth 96h: 38.6%[activator]; Sm TGR inh: 12.8%; CHX counter: 4.7; Pf growth 48h: -12.8%; Shiga toxin inh: 14.2; FBPA Giardia inh: -16.4%

How did COc1ccc(CNC(=O)C2CCCN2S(=O)(=O)c2ccc(Cl)cc2)cc1 (configuration not stated) do in these assays?
Pf growth 96h: -19.4%; Sm TGR inh: 6.2%; CHX counter: -2.0; Pf growth 48h: -23.7%; Shiga toxin inh: -1.0; FBPA Giardia inh: 7.4%

What do the screens show for `COc1ccc(C(=O)Nc2ccnn2C2CCN(C(=O)c3cc(C)on3)CC2)cc1`?
Pf growth 96h: -0.7%; Sm TGR inh: -15.3%; CHX counter: 16.3; Pf growth 48h: 16.2%; Shiga toxin inh: 22.2

What do the screens show for `CC1CCN(CC(=O)Nc2ccccc2Sc2ccccc2)CC1`?
Pf growth 96h: 0.0%; Sm TGR inh: -4.2%; CHX counter: -1.7; Pf growth 48h: 0.0%; Shiga toxin inh: -13.1; FBPA Giardia inh: 2.9%

Results for COc1cc(/C=N\NC(=O)C(C)(C)O)ccc1OC/C=C/c1ccccc1 ?
Pf growth 96h: inconclusive; Sm TGR inh: 4.4%; CHX counter: 8.6; Pf growth 48h: -10.3%; Shiga toxin inh: -8.7; FBPA Giardia inh: 9.3%

Results for Cc1c(Cl)cccc1NC(=S)NCc1cccs1 ?
Pf growth 96h: -1.7%; Sm TGR inh: -22.6%; CHX counter: 8.8; Pf growth 48h: inconclusive; Shiga toxin inh: 9.8; FBPA Giardia inh: 4.8%

How did Cc1ccc(-c2nc(N)sc2CC(=O)OCC(=O)NC2CCCC(C)C2C)cc1 (configuration not stated) do in these assays?
Pf growth 96h: -23.7%; Sm TGR inh: -10.0%; CHX counter: -3.2; Pf growth 48h: 9.6%; Shiga toxin inh: -16.3; FBPA Giardia inh: 1.2%

How did COc1ccc(OC)c(CNC(=O)C2CCCN(S(=O)(=O)N3CC(C)CC(C)C3)C2)c1 (configuration not stated) do in these assays?
Pf growth 96h: 70.0%[activator]; Sm TGR inh: -17.0%; CHX counter: -3.9; Pf growth 48h: inconclusive; Shiga toxin inh: -7.2

How did CC(C)C(C(=O)Nc1nccs1)c1ccc(Cl)cc1 (configuration not stated) do in these assays?
Pf growth 96h: 9.28µM*; Sm TGR inh: -3.5%; CHX counter: -2.8; Pf growth 48h: inconclusive; Shiga toxin inh: -14.1; FBPA Giardia inh: -2.6%

How did COc1ccc(CNC(=O)C2(c3ccc(Cl)cc3)CC2)cc1 do in these assays?
Pf growth 96h: -13.0%; Sm TGR inh: 9.8%; CHX counter: -2.1; Pf growth 48h: -12.7%; Shiga toxin inh: -1.4; FBPA Giardia inh: 4.0%

How did CNC(C)c1cc(OC)ccc1OC (configuration not stated) do in these assays?
Pf growth 96h: 26.7%; Sm TGR inh: -12.0%; CHX counter: -2.7; Pf growth 48h: 30.5%[activator]; Shiga toxin inh: -8.9

Results for CCOC(=O)c1ccc(NC(=O)CC2S/C(=N/N=C/c3c[nH]c4ccccc34)NC2=O)cc1 (configuration not stated) ?
Pf growth 96h: inconclusive; Sm TGR inh: 4.1%; CHX counter: 10.2; Pf growth 48h: -21.0%; Shiga toxin inh: 12.4; FBPA Giardia inh: -2.7%

What do the screens show for `O=c1[nH]c(O)c(/C=C2/C=CC(c3cc(Cl)ccc3Cl)=N2)c(=O)[nH]1`?
Pf growth 96h: 112.6%[activator]; Sm TGR inh: -10.9%; CHX counter: 0.4; Pf growth 48h: 65.1%[activator]; Shiga toxin inh: -6.8; FBPA Giardia inh: 1.3%

How did CC(=O)c1sc(NC(=O)CCCc2nc3ccccc3c(=O)[nH]2)nc1-c1ccccc1 do in these assays?
Pf growth 96h: -44.8%; Sm TGR inh: -3.4%; Pf growth 48h: -33.2%

How did Cc1cc2ccccn2c1C(=O)Nc1cccc(Cl)c1 do in these assays?
Pf growth 96h: 42.0%[activator]; Sm TGR inh: 0.5%; CHX counter: 53.4*; Pf growth 48h: 51.5%[activator]; Shiga toxin inh: 74.9*; FBPA Giardia inh: -13.4%

Results for COc1ccccc1-c1noc(-c2cccs2)n1 ?
Pf growth 96h: 173.9%[activator]; Sm TGR inh: 8.4%; CHX counter: 44.0*; Pf growth 48h: 208.2%[activator]; Shiga toxin inh: 110.7*; FBPA Giardia inh: 8.3%

Results for Cc1ccc(C23CC4CC(CC(CC(=O)NC(C)(C)CO)(C4)C2)C3)cc1 ?
Pf growth 96h: inconclusive; Sm TGR inh: -22.0%; CHX counter: 5.5; Pf growth 48h: inconclusive; Shiga toxin inh: 11.2; FBPA Giardia inh: -5.4%

What do the screens show for `Cc1c(Cl)cccc1NC(=O)CC1Sc2ccccc2NC1=O` (configuration not stated)?
Pf growth 96h: 3.0%; Sm TGR inh: -13.0%; CHX counter: -3.8; Pf growth 48h: -8.1%; Shiga toxin inh: -7.4; FBPA Giardia inh: 2.8%

Results for CCOc1ccc(CN(C)C(=O)CNC(=O)c2ccc3ccccc3c2)cc1OC ?
Pf growth 96h: -17.1%; Sm TGR inh: 3.8%; CHX counter: 2.2; Pf growth 48h: -26.1%; Shiga toxin inh: -5.9; FBPA Giardia inh: 7.1%

What do the screens show for `CC(=O)Nc1ccc(NC(=O)C(C)OC(=O)C(C)SCC(=O)Nc2ccc(C)cc2)cc1` (configuration not stated)?
Pf growth 96h: 91.0%[activator]; Sm TGR inh: -8.0%; Pf growth 48h: 44.6%[activator]

What do the screens show for `Cc1cccc(C)c1NC(=S)NN1CCN(C)CC1`?
Pf growth 96h: 2.5%; Sm TGR inh: -6.0%; CHX counter: -4.2; Shiga toxin inh: -12.8; FBPA Giardia inh: -4.5%

Results for Cc1cc(C(=O)CSc2cccc[n+]2[O-])c(C)n1-c1ccc(Br)cc1 ?
Pf growth 96h: 6.57µM*; Sm TGR inh: -1.1%; CHX counter: 34.5*; Pf growth 48h: 17.0%; Shiga toxin inh: 90.9*; FBPA Giardia inh: -3.9%

How did O=C(O/N=C\c1ccc(N2CCCCC2)c([N+](=O)[O-])c1)c1cccc(C(F)(F)F)c1 do in these assays?
Pf growth 96h: 8.0%; Sm TGR inh: 6.6%; CHX counter: -1.4; Pf growth 48h: 9.2%; Shiga toxin inh: -2.1; FBPA Giardia inh: -5.5%

Results for CCOC(=O)Cn1c(CN2CCN(C(c3ccccc3)c3ccccc3)CC2)nc2c1c(=O)n(C)c(=O)n2C ?
Pf growth 96h: 1.85µM*; Sm TGR inh: -24.3%; CHX counter: -2.1; Pf growth 48h: 4.15µM*; Shiga toxin inh: 12.1; FBPA Giardia inh: -5.7%

What do the screens show for `Cc1cccc(N2CCN(C(=O)c3ccc(Cl)c(NC4=NC5CS(=O)(=O)CC5S4)c3)CC2C)c1` (configuration not stated)?
Pf growth 96h: -1.9%; Sm TGR inh: -3.3%; CHX counter: -3.3; Pf growth 48h: -23.9%; Shiga toxin inh: -7.6

How did CCN1C(=O)[C@@H]2[C@@H](c3ccc(-c4ccc(OC)cc4)cc3)N3CCCC[C@@]3(C(=O)OC)[C@@H]2C1=O do in these assays?
Pf growth 96h: 5.22µM*; Sm TGR inh: inconclusive; Pf growth 48h: 10.4µM*

How did O=C(Nc1ccc(-n2ccnc2P(=O)(O)c2ccccc2)cc1)c1ccccc1Br do in these assays?
Sm TGR inh: 7.2%; CHX counter: 2.1; Pf growth 48h: -23.8%; Shiga toxin inh: -9.9; FBPA Giardia inh: 5.0%

What do the screens show for `COC(=O)c1ccc(-c2nn(C)c(=O)c3ccccc23)cc1`?
Pf growth 96h: inconclusive; Sm TGR inh: 1.4%; CHX counter: -2.3; Pf growth 48h: 4.7%; Shiga toxin inh: -3.2; FBPA Giardia inh: 1.5%

What do the screens show for `Cc1oc2c(C)c3oc(=O)c4c(c3cc2c1C)CCC4`?
Sm TGR inh: -8.3%; CHX counter: -2.5; Pf growth 48h: 9.9%; Shiga toxin inh: -2.1; FBPA Giardia inh: 5.4%

How did S=c1[nH]nc(COc2ccc(Cl)cc2Cl)n1-c1ccccc1 do in these assays?
Pf growth 96h: inconclusive; Sm TGR inh: 5.2%; CHX counter: -0.8; Pf growth 48h: inconclusive; FBPA Giardia inh: inconclusive

How did COCCCn1c(Cc2ccccc2)nnc1SCC(=O)N1CCCCC1 do in these assays?
Pf growth 96h: 49.5%[activator]; Sm TGR inh: -16.1%; CHX counter: 3.6; Pf growth 48h: inconclusive; Shiga toxin inh: 16.6; FBPA Giardia inh: 6.1%

How did COc1ccc(C(=O)NC(=S)N2CCN(c3ccccc3OC)CC2)cc1 do in these assays?
Pf growth 96h: 22.4%; Sm TGR inh: -9.0%; CHX counter: 5.3; Pf growth 48h: inconclusive; Shiga toxin inh: -11.0; FBPA Giardia inh: 15.6%

What do the screens show for `O=C(NC1CCCN(Cc2ccc(Cl)cc2)C1)c1ccnc(Cl)c1` (configuration not stated)?
Pf growth 96h: 0.0%; Sm TGR inh: 12.8%; CHX counter: -2.4; Pf growth 48h: inconclusive; Shiga toxin inh: 7.8; FBPA Giardia inh: 5.3%

What do the screens show for `Cc1ccc(NC(=S)NCC2CCN(C(C)c3ccccc3)C2)cc1C` (configuration not stated)?
Pf growth 96h: -85.9%; Sm TGR inh: inconclusive; CHX counter: 4.6; Pf growth 48h: inconclusive; Shiga toxin inh: -18.7; FBPA Giardia inh: 3.9%

What do the screens show for `CCOC(=O)Cn1c(=N)n(CCOc2ccc(Br)cc2)c2ccccc21`?
Pf growth 96h: 9.6%; Sm TGR inh: 11.4%; CHX counter: -1.8; Pf growth 48h: 3.1%; Shiga toxin inh: -13.0; FBPA Giardia inh: 1.0%

Results for CCOC(=O)c1cnc2c(C)c(Cl)ccc2c1N1CCOCC1 ?
Pf growth 96h: 33.5%[activator]; Sm TGR inh: -10.8%; CHX counter: -3.4; Shiga toxin inh: 23.5; FBPA Giardia inh: 3.5%

What do the screens show for `S=C(NCc1ccncc1)Nc1cccc(Cl)c1`?
Pf growth 96h: 42.5%[activator]; Sm TGR inh: inconclusive; CHX counter: -3.1; Pf growth 48h: inconclusive; Shiga toxin inh: -3.1; FBPA Giardia inh: 1.4%

Among those listed so far, 2 have a thiophene ring, fused or not.
Results for Cc1c(Cl)cccc1NC(=S)NCc1cccs1 ?
Pf growth 96h: -1.7%; Sm TGR inh: -22.6%; CHX counter: 8.8; Pf growth 48h: inconclusive; Shiga toxin inh: 9.8; FBPA Giardia inh: 4.8%

Results for COc1ccccc1-c1noc(-c2cccs2)n1 ?
Pf growth 96h: 173.9%[activator]; Sm TGR inh: 8.4%; CHX counter: 44.0*; Pf growth 48h: 208.2%[activator]; Shiga toxin inh: 110.7*; FBPA Giardia inh: 8.3%
